From PubChem BioAssay
CHT block = inhibitors of human choline transporter CHT | Q9GZV3 | CHT-expressing cells, membrane potential dye, choline response; active compounds read low | B-score at 10 µM | hit rate 0.86% among 310,000;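 active = B-score over 3 SD under the library average, and starting fluorescence ratio not unusually high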;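 also: choline stimulus applied at its EC90 after an EC20 pre-addition; B-score computed on integrated fluorescence ratio after choline addition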
Target sequence (Q9GZV3 whole entry, looked up): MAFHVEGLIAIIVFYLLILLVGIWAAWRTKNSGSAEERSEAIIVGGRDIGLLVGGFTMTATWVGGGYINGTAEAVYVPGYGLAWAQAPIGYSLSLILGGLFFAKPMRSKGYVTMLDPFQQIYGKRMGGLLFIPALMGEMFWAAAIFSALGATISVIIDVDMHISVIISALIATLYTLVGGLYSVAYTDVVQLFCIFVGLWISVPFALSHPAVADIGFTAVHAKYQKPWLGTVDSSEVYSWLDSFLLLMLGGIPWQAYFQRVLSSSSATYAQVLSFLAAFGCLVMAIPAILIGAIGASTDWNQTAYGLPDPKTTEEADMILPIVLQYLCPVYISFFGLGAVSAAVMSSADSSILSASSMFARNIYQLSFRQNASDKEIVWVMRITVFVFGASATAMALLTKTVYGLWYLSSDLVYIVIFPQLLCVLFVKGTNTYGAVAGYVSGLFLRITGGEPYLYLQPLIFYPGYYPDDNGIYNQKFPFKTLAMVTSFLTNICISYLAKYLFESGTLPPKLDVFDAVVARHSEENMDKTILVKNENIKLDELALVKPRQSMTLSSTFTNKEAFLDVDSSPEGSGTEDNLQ
CHT PAM = human CHT allosteric activation; B-score at 10 µM; CHT-expressing cells, membrane potential dye, choline EC20; active compounds read high; LV-AA mutant CHT in HEK293 cells; hit rate 0.49% among 310,000; AID 488977; Q9GZV3;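 active = initial fluorescence not abnormally high and integrated response B-score, plate-corrected, over 3 SD above library mean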
* hit, by the source's call; i = inactive. No enrichment for hits; overall some 1.5% were active at least once.

SMILES	CHT block	CHT PAM
COc1cccc(/C=N/n2c(C3CCCCC3)n[nH]c2=S)c1	i	i
Clc1ccccc1Cc1noc(CN2CCSCC2)n1	i	i
CCS(=O)(=O)N1CCC2(CC1)OCCN2S(=O)(=O)c1ccc(C)cc1	i	i
Cc1csc(NC(=O)CSc2nc(C)nc3c2c(=O)n(C)c(=O)n3C)n1	i	i
COC(=O)C(NC(=O)CCc1nnc2ccc(N3CCCCC3)nn12)C(C)C (stereo unspecified)	i	i
COc1ccc(CN2CCCC(C(=O)c3ccc(Cl)cc3)C2)cc1Cn1cncn1 (stereo unspecified)	i	i
Cc1cc(OC(C)C(=O)NCc2ccncc2)c2c(C)c(C)c(=O)oc2c1 (stereo unspecified)	i	i
O=C(NCc1ccncc1)C1CCCN(S(=O)(=O)c2ccc(Br)cc2)C1 (stereo unspecified)	i	i
COc1ccc(CNC(=O)C2CCCN(S(=O)(=O)c3ccccc3)C2)cc1 (stereo unspecified)	i	i
Fc1ccc(-c2csc3ncnc(N4CCN(Cc5ccccc5)CC4)c23)cc1	i	i

6 consecutive entries out of the list so far, for reference:
SMILES	CHT block	CHT PAM
COc1cccc(/C=N/n2c(C3CCCCC3)n[nH]c2=S)c1	i	i
Clc1ccccc1Cc1noc(CN2CCSCC2)n1	i	i
CCS(=O)(=O)N1CCC2(CC1)OCCN2S(=O)(=O)c1ccc(C)cc1	i	i
Cc1csc(NC(=O)CSc2nc(C)nc3c2c(=O)n(C)c(=O)n3C)n1	i	i
COC(=O)C(NC(=O)CCc1nnc2ccc(N3CCCCC3)nn12)C(C)C (stereo unspecified)	i	i
COc1ccc(CN2CCCC(C(=O)c3ccc(Cl)cc3)C2)cc1Cn1cncn1 (stereo unspecified)	i	i

Additional results:
SMILES	CHT block	CHT PAM
COc1ccc(N2CCN(C(CNS(=O)(=O)c3ccc4c(c3)OCCO4)c3ccco3)CC2)cc1 (stereo unspecified)	i	i
COc1ccc(/C=C/C(=O)O)cc1S(=O)(=O)NCc1ccco1	i	i
CCOC(=O)c1c(C)[nH]c(C)c1S(=O)(=O)NC(CC)CN1CCOCC1 (stereo unspecified)	i	i
COc1ccccc1C(=O)C1CCCN(C(=O)c2ccc(C(C)=O)s2)C1 (stereo unspecified)	i	i
CC(=O)c1cccc(N=C2NC(=O)CS2)c1	i	i
Cc1ccccc1-n1c(SCC(=O)c2c(N)n(C)c(=O)n(C)c2=O)nc2sc3c(c2c1=O)CCCC3	i	i
CC(C)Cn1c(SCC(=O)N2CCCCC2)nc2ccccc2c1=O	i	i
C=CCNC(=O)COc1cc(C)ccc1C	i	i
Cc1cc(C)n(-c2nc(NCCO)c3c4c(sc3n2)CCCC4)n1	i	i
CS(=O)(=O)c1cccc(C(=O)Nc2nnc(C3=COCCO3)o2)c1	i	i

Quoted at random: seven compounds from above, in no set order.
SMILES	CHT block	CHT PAM
CC(=O)c1cccc(N=C2NC(=O)CS2)c1	i	i
Cc1cc(C)n(-c2nc(NCCO)c3c4c(sc3n2)CCCC4)n1	i	i
CC(C)Cn1c(SCC(=O)N2CCCCC2)nc2ccccc2c1=O	i	i
C=CCNC(=O)COc1cc(C)ccc1C	i	i
CCOC(=O)c1c(C)[nH]c(C)c1S(=O)(=O)NC(CC)CN1CCOCC1 (stereo unspecified)	i	i
COc1ccc(/C=C/C(=O)O)cc1S(=O)(=O)NCc1ccco1	i	i
Cc1ccccc1-n1c(SCC(=O)c2c(N)n(C)c(=O)n(C)c2=O)nc2sc3c(c2c1=O)CCCC3	i	i

Next records:
SMILES	CHT block	CHT PAM
CCN(CC)CCNC(=O)COc1ccc(OC)cc1	i	i
Cc1ccccc1-c1noc(CCC(=O)NCC2CCCO2)n1 (stereo unspecified)	i	i
CCc1c(C)nc2cc(-c3ccccc3)[nH]n2c1=O	i	i
O=C(CCCc1cccs1)Nc1nccs1	i	i
O=C(C[n+]1ccc(-c2nnc3n2CCC3)cc1)c1ccc(Cl)cc1	i	i
COc1ccc2c(c1OC)C(=O)OC2Nc1nc2ccccc2s1 (stereo unspecified)	i	i
COc1ccc(S(=O)(=O)N2CCN(c3ccc4nnc(-c5ccccc5)n4n3)CC2)cc1	i	i
COc1ccc2nc3ccccc3nc2c1NC(=O)c1ccc(Cl)cc1Cl	i	i
CCCN(CCC)c1nc(N)c(C#N)c(CC#N)c1C#N	i	i
CCOc1ccc2ccccc2c1/C=N/NC(=O)CNC(=O)C(c1ccccc1)c1ccccc1	i	i
Cc1cc(OCC(=O)O)c2cccc(C)c2n1	i	i
CC1CC(C)CN(C(=O)COc2ccc(-c3nnco3)cc2)C1 (stereo unspecified)	i	i
NS(=O)(=O)c1ccc(CCNC(=O)CCCNC(=O)c2ccc(Cl)cc2)cc1	i	i
CCN(C(=O)N1CCOCC1)c1ccccc1	i	i
CCC(C)C(=O)Nc1ccc(OC)cc1[N+](=O)[O-] (stereo unspecified)	i	i
CCN(CC(=O)Nc1cc(Cl)ccc1C)C(=O)CSCc1ccc(C)cc1	i	i
Cc1cccc(NC(=O)CSCC(=O)Nc2cc(Cl)ccc2N2CCN(C)CC2)c1	i	i
Cc1cc(S(=O)(=O)N2CCC3(CC2)OCCO3)c(C)cc1Cl	i	i
COc1ccccc1NC(=O)c1ccc(NC(=O)CN2C(=O)CN(C)C2=O)cc1	i	i
CC(=O)NNC(=O)c1cc2c3ccccc3n(C)c2s1	i	i
O=C(COC(=O)/C=C/c1cccc(Cl)c1)Nc1ccc2[nH]c(=O)[nH]c2c1	i	i
CC(C)[C@H](NC(=O)c1ccco1)C(=O)NC12CC3CC(CC(C3)C1)C2	i	i
O=C(NCc1ccccc1)C(=O)NCC1OCCN1S(=O)(=O)c1ccc([N+](=O)[O-])cc1 (stereo unspecified)	i	i
Cc1ccc(OCCCn2c(=O)sc3ccccc32)cc1	i	i
O=C(O)Cn1nnc(-c2ccc(OCc3ccccc3)cc2)n1	i	i
CN(C)S(=O)(=O)c1ccc(C(=O)NCC(C)(C)CN=C2NS(=O)(=O)c3ccccc32)cc1	i	i
COCCN1C(=O)C(=O)/C(=C(/O)c2ccc(S(=O)(=O)N3CCOCC3)cc2)C1c1ccc(O)cc1 (stereo unspecified)	i	i
N#C/C(=N\Nc1ccccc1)C(N)=S	i	i
Cc1ccc(NC(=O)C(=O)NN=C2CCCC2)cc1C	i	i
COc1ccc(Br)c(C(=O)N2CCN(S(=O)(=O)/C=C/c3ccccc3)CC2)c1	i	i
O=C(CCCN1C(=O)c2cccnc2C1=O)Nc1ccc(Br)cc1	i	i
O=c1ccnc(SCCc2ccc([N+](=O)[O-])cc2)[nH]1	i	i
O=C(CN1C(=O)NC2(CCCC2)C1=O)Nc1ccc(Cl)cc1C(F)(F)F	i	i
COc1ccc(CN(C)C(=O)C23CC4CC(CC(C4)C2)C3)c(OC)c1	i	i
CSc1nc(N2CCOCC2)c2sccc2n1	i	i
Cc1cccc(OCC(=O)N/N=C/CC(C)c2ccccc2)c1C (stereo unspecified)	i	i
O=C(Nc1ccncc1)C1CCN(S(=O)(=O)c2ccc(Cl)cc2)CC1	i	i
CCC/C=N/Nc1nnc(Cc2ccc(OC)c(OC)c2)c(=O)[nH]1	i	i
Cn1c(C(=O)NCCCN2CCOCC2)cc2c(=O)n(C)c3ccccc3c21	i	i
COc1ccc2c(c1)[nH]c1c(=O)n(Cc3ccco3)cnc12	i	i
CCOC(=O)c1sc(NC(C)=O)c(C(=O)OCC)c1C	i	i
COCCN(C(=O)CCc1ccc(OC)cc1)c1nnc(-c2ccncc2)s1	i	i
COC(OC)c1ccnc(-c2ccc(OC(C)=O)cc2)n1	i	i
C=CCn1nnnc1-c1cc(Cl)cc(Cl)c1	i	i
O=C(Cc1csc(NC(=O)c2ccccc2)n1)NO	i	i
CC(=O)Nc1ccc(S(=O)(=O)NNc2cccc(C)c2)cc1	i	i
CCc1cccc(CC)c1NC(=O)C(CC)Sc1nc2ccncc2[nH]1 (stereo unspecified)	i	i
COC(=O)c1cccc(NC(=O)CSc2nnc(COc3ccc(C#N)cc3)n2-c2ccccc2)c1	i	i
COc1ccc(C(=O)NCC(C)(C)SCc2c(C)cc(C)cc2C)cc1	i	i
S=C(Nc1cccc2ccccc12)NC1CCCCC1	i	i

Later entries:
SMILES	CHT block	CHT PAM
Cc1c(O)ccc2c(CN3CCN(CCO)CC3)cc(=O)oc12	i	17.4*
Cc1ccc(C)c(N(C)S(=O)(=O)c2ccc3[nH]cc(C(=O)NCCN4CCOCC4)c(=O)c3c2)c1	i	i
O=C(Nc1ccc2ccccc2c1)[C@@H]1C[C@H]1[C@@H](NP(=O)(c1ccccc1)c1ccccc1)c1ccccc1	i	i
O=C(CCC1CCN(C(=O)c2ccco2)CC1)NCc1ccc(F)cc1	i	i
CCCCn1c(SCC(=O)c2ccccc2)nc2ccsc2c1=O	i	i
Cc1ccc(S(=O)(=O)NC(=O)NCc2ccccc2)cc1	i	i
COc1ccc(-n2c(CNC(=O)COc3ccc(Cl)cc3Cl)n[nH]c2=S)cc1	i	i
CN(C(=O)COC(=O)c1ccc(Cl)cc1N)C1CCCCC1	i	i
Cc1ccc(-c2nc(C)sc2CC(=O)Nc2cccc(C)c2C)cc1	i	i
O=C(Nc1ccc(S(=O)(=O)N2CCCCC2)cc1)c1ccc(CN2CCOCC2)cc1	i	i
CC(=O)c1ccc(N2CCN(C(=O)c3ccc(NC(=O)C4CCCO4)cc3)CC2)cc1 (stereo unspecified)	i	i
C/C(=C\C(=O)Nc1cc(C)on1)c1ccccc1	i	i
COc1cc(/C=C2\SC(=Nc3ccccc3)NC2=O)cc(Cl)c1O	i	i
Cc1ccc(NC(=O)c2nc[nH]c2C(=O)N2CCCCC2)c(C(=O)c2ccccc2)c1	i	i
Cc1cc(NC(=O)CN2C(=O)NC3(CCCCCC3)C2=O)no1	i	i
Cc1ccc(NC(=S)NCc2ccc3c(c2)OCO3)cc1C	i	i
CNC(=O)CN(c1cc(OCCOC)c(Cl)cc1Cl)S(=O)(=O)c1ccccc1	i	i
Cc1ccc(SCC(=O)Nc2ccc(S(=O)(=O)Nc3ncccn3)cc2)cc1	i	i
COCCN1C(=O)c2ccccc2C(C(=O)NCCN(C)C)C1c1ccc(F)cc1 (stereo unspecified)	i	i
CCOC(=O)c1ccc(N2CCN(c3ccccc3F)CC2)c(NC(=O)Nc2ccccc2)c1	i	i
Cc1nc2ccc(Br)cc2c(-c2ccccc2)c1C(=O)O	i	i
O=C(Cc1cccs1)Nn1c(Cc2cccs2)nc2ccccc2c1=O	-6.74*	i
Cc1nc(NCc2ccco2)c(C#N)c2c1COC(C)(C)C2	i	i
COc1ccc(OCC(=O)Nc2ccc(N3CCOCC3)c(Cl)c2)cc1	i	i
Nc1nc(C2CCCCC2)cs1	i	i
COc1ccccc1OCC(=O)NNC(=O)c1ccc2c(=O)n3c(nc2c1)CCC3	i	i
CN(C)c1ccc(/C=N/N(Cc2ccccc2)c2ccccc2)cc1	i	i
Cc1ccc(NC(=O)CN2CCC(C(=O)c3ccc4c(c3)OCCO4)CC2)cc1	i	i
Cc1ccc(OCCC(=O)OCC(=O)NCCc2ccc(Cl)cc2)cc1	i	i
COc1cc(-c2noc(C)c2C#CCO)cc(OC)c1OC	i	i
CCn1c(=O)cc(SCC(=O)N2CCN(c3ccccc3F)CC2)c2ccccc21	i	i
COc1ccc(-n2c(=O)[nH]c3cc(C(=O)NCCc4ccccc4)ccc3c2=O)cc1OC	i	i
COc1ccc(C(C)=O)cc1CSc1nnc(Nc2c(C)cccc2C)s1	i	i
CCOCCCNC(=O)Cn1cc2c(n1)CCCCC2	i	i
Cc1sc2ncnc(N3CCC(C(=O)NNC(=O)c4ccc(F)cc4)CC3)c2c1C	i	i
COc1ccc(CN2CCN(c3ccccc3OC)CC2)cc1OC	i	i
CCOc1ccc(S(=O)(=O)NCCC(=O)OCC(=O)Nc2cc(C)on2)cc1	i	i
CN(/N=C/c1ccccc1Cl)c1ncc(Cl)cc1C(F)(F)F	i	i
CCOc1ccc(NS(=O)(=O)c2ccc(C(=O)NCCCN3CCCC3=O)cc2)cc1	i	i
CC(C)(C)OC(=O)N1CCC(c2c(C(=O)N3CCN(C4CCCCC4)CC3)cnn2-c2ccc(F)cc2)CC1	i	i
Cc1cc([N+](=O)[O-])nn1CCCC(=O)Nc1cccc(Cl)c1Cl	i	i
N=C1N(/N=C/c2ccccc2)C(=Nc2ccccc2)C(=S)N1c1ccccc1	i	i
COc1ccccc1-c1c(C)nn2c(N3CCC(C)CC3)cc(C)nc12	i	i
Cc1cccn2c(=O)nc(SCC(=O)NC3CCCCC3)nc12	i	i
Fc1ccc(/C=N/N2CCCCC2)c(F)c1	i	i
CCC1(c2ccccc2)NC(=O)N(CC(=O)Nc2cc(S(=O)(=O)N3CCCCCC3)ccc2OC)C1=O (stereo unspecified)	i	i
CCN1CC=C2C(C#N)=C(N)C(C#N)(C#N)C(c3cc(Cl)ccc3Cl)C2C1 (stereo unspecified)	i	i
Cc1ccc(C)c(OCC(=O)Nc2ccccc2C(=O)N2CCN(C)CC2)c1	i	i
Cc1cccc(NC(=O)CCN2C(=O)C3C4C=CC(C4)C3C2=O)c1 (stereo unspecified)	i	i
COc1ccccc1-c1cnn2c(NC3CCCC3)cc(C)nc12	i	i

The list goes on:
SMILES	CHT block	CHT PAM
Clc1cccc(-c2nc(NCCN3CCOCC3)c3ccccc3n2)c1	i	i
Cc1ccccc1C(=O)Nc1ccc(C(=O)O)cc1NC(=O)c1ccccc1C	i	i
CN(CCOC(=O)C1c2ccccc2Oc2ccccc21)C(C)(C)C	i	i
Nc1ccc(Oc2ccc3c(c2)C(=O)N(CC2CCCO2)C3=O)cc1 (stereo unspecified)	i	i
Cc1nc(C)c(-c2csc(Nc3ncccc3C)n2)s1	i	i
O=C(NC(=S)NCC1CCCO1)c1ccccc1F (stereo unspecified)	i	i
CCC1(C)Cc2c(C#N)c(SC)nc(N3CCOCC3)c2CO1 (stereo unspecified)	i	i
CC(=O)Nc1ccc(NC(=O)CN(C)S(=O)(=O)c2ccc3ccccc3c2)cc1	i	i
